High-throughput results from PubChem BioAssay.
USP2a inh – inhibitors of human ubiquitin-specific protease USP2a; O75604; USP2 core, Ub-CHOP2 coupled fluorogenic reporter, 485/531; Potency, µM (top dose mostly 38.3 µM), for the others: at the top dose activity change, negative = inhibition, most hits filed as inhibitors; 330,000 compounds, 0.01% hits; AID 463254;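 note: potency is the fitted concentration of half-maximal effect; plate controls were DMSO wells for no effect and full inhibition by NEM control for full effect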
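USP2 core (10nM final) preincubated 30min RT with compound in 20mM Tris-HCl pH 8.0, 2mM CaCl2, 2mM beta-mercaptoethanol, 0.05% CHAPS; 25nM Ub-CHOP2 plus 25nM reporter substrate added, fluorescence (Ex485/Em531) read after 60min.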
GALK inh – galactokinase (human) inhibition | AID 1868 | Purified GALK, Kinase-Glo residual ATP luminescence | 270,000 compounds, 0.007% hits | Potency, µM (titrated, usually from 57.5 µM), for the others: top-dose activity change, negative = inhibition, most hits filed as inhibitors; note: potency is the fitted concentration of half-maximal effect
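Galactose (100 uM) and ATP (35 uM) were turned over by 5 nM GALK for 1 h at RT. Kinase-Glo Plus then converted the remaining ATP into a luminescent signal.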
hERG WT inh – inhibitors of human wildtype KCNH2 potassium channel; activity change, % at 1.84 µM; Q12809; 340,000 compounds, 0.37% hits; U2OS, BacMam KCNH2, thallium flux FluxOr; hits give low values;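 active = maximum activity change below -70%; inconclusive = maximum activity change between -70% and -50%; inactive = maximum activity change above -50%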
Target sequence (Q12809 whole entry, looked up): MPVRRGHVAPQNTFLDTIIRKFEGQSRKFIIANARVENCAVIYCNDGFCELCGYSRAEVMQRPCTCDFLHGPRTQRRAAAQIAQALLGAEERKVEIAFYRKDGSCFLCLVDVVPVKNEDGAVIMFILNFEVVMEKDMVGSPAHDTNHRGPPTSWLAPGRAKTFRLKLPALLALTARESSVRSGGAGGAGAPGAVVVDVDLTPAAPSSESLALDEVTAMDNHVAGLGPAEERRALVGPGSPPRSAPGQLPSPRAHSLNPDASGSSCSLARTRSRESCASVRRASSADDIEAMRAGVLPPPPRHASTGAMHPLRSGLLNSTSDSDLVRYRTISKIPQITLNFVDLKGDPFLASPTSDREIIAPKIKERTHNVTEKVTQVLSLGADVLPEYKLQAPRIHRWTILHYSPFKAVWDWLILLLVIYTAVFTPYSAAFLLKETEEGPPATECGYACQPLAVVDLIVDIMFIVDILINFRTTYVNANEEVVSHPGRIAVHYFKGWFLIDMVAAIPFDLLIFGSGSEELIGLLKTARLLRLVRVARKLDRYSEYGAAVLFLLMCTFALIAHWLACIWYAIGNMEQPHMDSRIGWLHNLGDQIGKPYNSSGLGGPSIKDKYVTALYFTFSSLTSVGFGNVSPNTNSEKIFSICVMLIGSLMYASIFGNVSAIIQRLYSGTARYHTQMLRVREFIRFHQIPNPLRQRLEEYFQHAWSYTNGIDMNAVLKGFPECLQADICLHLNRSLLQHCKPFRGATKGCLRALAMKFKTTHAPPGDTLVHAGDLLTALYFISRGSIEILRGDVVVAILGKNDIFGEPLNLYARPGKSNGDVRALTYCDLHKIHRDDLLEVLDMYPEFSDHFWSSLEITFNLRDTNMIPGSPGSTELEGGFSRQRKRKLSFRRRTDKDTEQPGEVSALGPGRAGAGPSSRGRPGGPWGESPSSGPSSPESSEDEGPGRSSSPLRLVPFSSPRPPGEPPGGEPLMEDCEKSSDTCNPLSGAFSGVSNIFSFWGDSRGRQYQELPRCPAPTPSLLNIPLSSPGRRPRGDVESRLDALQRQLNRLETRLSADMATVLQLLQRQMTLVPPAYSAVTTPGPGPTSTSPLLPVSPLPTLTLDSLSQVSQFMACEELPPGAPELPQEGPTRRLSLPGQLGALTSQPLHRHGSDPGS
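U2OS cells were transduced with wild-type KCNH2 virus (2.03 x 10^8 / mL) for 4 h at room temperature, then cultured overnight at 37 C. Thallium flux was read with FluxOr dye. Rate constants were normalized to DMSO controls.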
Eya2 inh – blocks the phosphatase activity of human Eya2; O00167; recombinant Eya2, OMFP fluorescence dephosphorylation (OMFP is methylfluorescein phosphate); Potency, µM (series often up to 76.9 µM), inactives show top-dose activity, negative = inhibition, usual class: inhibitors; 330,000 compounds, 0.006% hits; AID 488837; note: potency is the fitted concentration of half-maximal effect
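Eya2 protein (added as 0.2 uM solution) was preincubated with compound for 10 min at ambient temperature in 50 mM HEPES pH 7.5, 50 mM NaCl, 5 uM MgCl2, 0.05% BSA, 1 mM DTT. OMFP (added at 50 uM) then reacted 10 min; fluorescence read at 485/525 nm.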
uPA surface inh – cell surface uPA generation inhibition. cell surface uPA generation assay, qHTS. Potency, µM (highest dose often 38.3 µM), for inactives: at the highest dose activity change, negative = inhibition, actives largely listed as inhibitors. 330,000 compounds, 0.31% hits; active = well fitted inhibition curve with a large enough effect; inconclusive = small, poorly fitted or top-dose-only effect; inactive = no such curve, though single readings can be large or run the other way; tested in mouse RAW 264.7 cells; note: potency is the fitted concentration of half-maximal effect; nearly all actives have a fitted effect of over 55% in size
Coupling enz – inhibits coupling enzyme system, counter-screen for aldolase hits | 290,000 compounds, 0.67% hits | AID 2472 | activity change, negative = inhibition, % at 58.2 µM, hits read low | coupling enzyme system counterscreen, AmpLite Red fluorescence; in the data active = activity change below about -30%
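First, compound is pin-transferred into glyceraldehyde-3-phosphate coupling-enzyme reagent at 57.5 uM final and held 10 min at RT. Next, substrate, coupling system and AmpLite Red are added. After 20 min RT, fluorescence (525/598 nm) is read.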
B2AR arrestin – recruits beta-arrestin to the human beta2-adrenergic receptor. P07550. beta-arrestin recruitment to beta2AR, cell-based reporter. Potency, µM (highest dose often 46.1 µM), for the others: at the highest dose activation, hits mostly activators. 330,000 compounds, 0.02% hits;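 note: potency is the fitted concentration of half-maximal effect; 0% = DMSO controls and full agonism = EC100 isoproterenol or metaproterenol; nearly all actives have a fitted effect of over 65% in size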
Giardia kill – Giardia lamblia killing; 340,000 compounds, 0.15% hits; AID 540267; activity change, % at 7.66 µM, hits read low; Giardia lamblia trophozoite viability; in the data active = activity change below about -80%; inconclusive = between about -30% and that limit;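 note: parasites exposed to compound for two days anaerobically before the ATP read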
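Luminescence from cellular ATP indicates surviving trophozoites (100 cells/well) following 48 hrs anaerobic compound treatment at 37 deg C; signal develops 15-30 min at room temperature.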
Chronic BCR inh – chronic active BCR signaling inhibition. Potency, µM (doses to about 46.1 µM), inactives show top-dose ratio change, negative = lower green/red ratio, hits mostly inhibitors. AID 493014. ABC-DLBCL IkBa-CBG/CBR reporter, luminescence ratio, 4 h. 340,000 compounds, 0.05% hits; active = well fitted inhibition curve with a large enough effect in the signal ratio, with a control signal flat, not every such curve was filed as active; inconclusive = small, poorly fitted or top-dose-only effect, or effect the other way, or a change in a side signal; the % refers to the signal ratio;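 note: potency is the fitted concentration of half-maximal effect; plate controls were basal doxycycline-induced cells for no effect and cells given 10 µM MG132 for full effect; MG132 reads +100%, hits lower the ratio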
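TMD8 ABC-DLBCL cells carrying doxycycline-inducible green luciferase fused to IkappaBalpha plus unfused red luciferase were exposed to compounds (up to 46 uM) for 4 hrs at 37C. Activity came from the overlap-corrected green/red luminescence ratio.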
KCNH2 3.1 inh – KCNH2 3.1 (human) potassium channel inhibition; AID 720553; U2OS KCNH2 3.1, thallium flux FluxOr; hits give low values; 340,000 compounds, 0.95% hits; activity change, % (tested at about 1.8 µM);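 active = maximum activity change below -70%; inconclusive = maximum activity change from -70% to -50%; inactive = maximum activity change above -50%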;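 note: thallium influx rate constant from kinetic fluorescence after stimulation buffer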
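FluxOr-based Tl+ influx in U2OS cells transduced with KCNH2 3.1 virus; rate constants normalized to DMSO controls.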
PKM2 act – activators of human pyruvate kinase M2; P14618; purified PKM2, Kinase-Glo ATP luminescence, activation; response scale: 0% is enzyme alone, no compound; Potency, µM (top dose mostly 57.5 µM), for the others: top-dose activation, most hits filed as activators; 260,000 compounds, 0.34% hits; note: potency is the fitted concentration of half-maximal effect; nearly all actives have a fitted effect of over 55% in size
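ATP formation by purified human PK-M2, quantified via coupled luciferase luminescence after 1 h at room temperature with 0.1 mM ADP and 0.5 mM PEP final.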
Numbers without * were called inactive; ? = inconclusive; · = no result given; & = joins results of further samples; [ ] = another dose, or the depositor's remark. Unless noted, calls come from the whole dose curve; as a rule, active = well fitted curve in the direction sought with a large enough effect; inconclusive = small, poorly fitted or top-dose-only effect, or another doubt; inactive = no such curve, though single readings can be large; an effect the other way counts as inactive or inconclusive. Unless noted, % is set by controls: 0 for no effect and ±100 for the full control effect.

Second line of a record – USP2a inh | GALK inh | hERG WT inh | Eya2 inh | uPA surface inh | Coupling enz | B2AR arrestin | Giardia kill | Chronic BCR inh | KCNH2 3.1 inh | PKM2 act
- O=C(CSc1nnc(CNC(=O)c2ccc(F)cc2)o1)Nc1ccc2c(c1)OCO2
→ 1% | -1% | -2 | -1% | -3% | · | -0.8% | 11 | ? | · | -9%
- COc1ccc2[nH]c(=O)c(CN(Cc3ccccc3OC)Cc3nnnn3CC3CCCO3)cc2c1 (configuration not stated)
→ -9% | 3% | -14 | -6% | -4% | -25 | 0.6% | -18 | ? | -10 | -7%
- CCOc1ccc(-n2nnc3c(=O)n(C/C=C/c4ccccc4)cnc32)cc1
→ 2% | 0% | 4 | 5% | 3% | 1 | 0.1% | -13 | -2% | -9 | -15%
- Cc1ccc(-n2c(C)cc(C(=O)OCC(=O)N(CC(C)C)C3CCS(=O)(=O)C3)c2C)cc1 (configuration not stated)
→ -16% | -1% | 7 | -7% | 1% | -7 | 3.7% | 1 | ? | -2 | 2%
- CC(C)n1c(Nc2ccccc2)nc2ccccc21
→ 1% | -3% | -6 | 5% | -5% | 1 | 0.5% | 8 | 0% | -4 | -4%
- COc1ccc(CSc2nc(CSC)cc(N3CCOCC3)n2)cc1
→ -3% | -1% | 1 | 3% | -4% | -5 | 0.2% | -9 | -9% | 1 | 9%
- COC(=O)c1ccc(CN2CCN(CCc3ccccc3)C(CCO)C2)cc1 (configuration not stated)
→ -4% | 1% | -15 | 5% | -3% | 2 | -0.6% | 15 | -1% | 0 | 5%
- CCOc1ccc(Cn2c(SCCCCC#N)nc3c2c(=O)n(C)c(=O)n3C)cc1OCC
→ 0% | 1% | 1 | -16% | 9% | 2 | 0.3% | -11 | -4% | -10 | 1%
- Cc1cccc(C(=O)N2CCC(c3nc(-c4ccc(S(=O)(=O)N5CCOCC5)cc4)no3)CC2)c1
→ -1% | -6% | 4 | 7% | 0% | · | -0.2% | 5 | -18% | -7 | 1%
- COC(=O)COc1ccc(S(=O)(=O)N2CCN(c3ccccc3F)CC2)cc1
→ 0% | -1% | 13 | -32% | -3% | 1 | -0.2% | -5 | -2% | 3 | 3%
- CSc1nc(N(CCO)CCO)c2sc3nc(-c4ccco4)c4c(c3c2n1)CCC4
→ -12% | -1% | 1 | -8% | -3% | 4 | -0.3% | -24 | 7% | 3 | 1%
- CCOC(=O)c1nnn(-c2nonc2N)c1-c1ccccc1Cl
→ 3% | 10% | -21 | 3% | -8% | 3 | 0.3% | 6 | 4% | 4 | 1%
- Cc1ccc(N2CC(C(=O)Nc3ccc(S(=O)(=O)N4CCCC4)cc3)CC2=O)cc1 (configuration not stated)
→ 4% | 0% | 5 | 6% | -3% | -2 | -0.3% | -12 | 5% | 10 | 8%
- CCOc1ccccc1NC(=O)C12CC3CC(C1)CC(c1ccc(C)cc1)(C3)C2
→ 2% | -3% | 0 | ? | 4% | -1 | 0.2% | -14 | 0% | 9 | -1%
- C/C=C(\C)C(=O)NCCN1C2=NC[C@H](Cc3ccccc3)N2C[C@H]1Cc1ccc(O)cc1
→ -1% | -2% | 3 | -6% | 7% | -5 | ? | -21 | 15% | -10 | -1%

The final two records of the section before come first, to join the parts.
Second line of a record – USP2a inh | GALK inh | hERG WT inh | Eya2 inh | uPA surface inh | Coupling enz | B2AR arrestin | Giardia kill | Chronic BCR inh | KCNH2 3.1 inh | PKM2 act
- CCOc1ccccc1NC(=O)C12CC3CC(C1)CC(c1ccc(C)cc1)(C3)C2
→ 2% | -3% | 0 | ? | 4% | -1 | 0.2% | -14 | 0% | 9 | -1%
- C/C=C(\C)C(=O)NCCN1C2=NC[C@H](Cc3ccccc3)N2C[C@H]1Cc1ccc(O)cc1
→ -1% | -2% | 3 | -6% | 7% | -5 | ? | -21 | 15% | -10 | -1%
- O=C(COc1ccc(-c2ccccc2)cc1)N1CCN(C(=O)c2cccs2)CC1
→ 3% | 1% | 22 | -1% | -3% | -2 | 0.1% | 4 | 3% | -4 | 14%
- CC(=O)C(Cc1ccc(Cl)nc1)(Cc1ccc(Cl)nc1)C(C)=O
→ -1% | 1% | -6 | 3% | -3% | 4 | 0.5% | -1 | 8% | -21 | -2%
- CCOC(=O)N1CCN(Cc2nc(N)nc(Nc3ccc(Oc4ccccc4)cc3)n2)CC1
→ -2% | -4% | -32 | 11% | -12% | 2 | -0.8% | 8 | ? | -89* | 2%
- O=C(Nc1ccc(Cl)cn1)C1CC1
→ -1% | 12% | -6 | -8% | 4% | 0 | -0.2% | 6 | 9% | 4 | 4%
- CCOc1cccc(-c2c(C(=O)N/N=C/c3sccc3C)nnn2-c2nonc2N)c1
→ 1% | -2% | -13 | -5% | 11% | · | 0.4% | 0 | ? | -16 | ·
- Cc1ccc(NC(=O)NC2CC(=O)N(c3ccc4c(c3)OCCO4)C2)cc1 (configuration not stated)
→ 0% | · | -5 | 4% | 9% | · | -0.1% | -4 | 2% | -5 | ·
- COc1cc2c(C(=O)NCc3ccc4c(c3)OCO4)cn(CC(C)C)c(=O)c2cc1OC
→ -2% | 0% | 4 | -10% | -1% | 0 | 0.0% | -3 | -24% | -25 | -6%
- CC(=O)Nc1ccc(SCc2ncc(-c3ccccc3)o2)cc1
→ 1% | 9% | 1 | -6% | 1% | 0 | 0.4% | -7 | ? | -18 | 3%
- COc1ccc2ccccc2c1/C=N/NC(=O)c1ccc(C)nc1
→ -7% | · | -2 | -2% | -6% | -3 | 0.5% | -10 | ? | -12 | ·
- COc1ccc(-c2nc(CS(=O)CC(=O)NC3CCCC3)c(C)o2)cc1OC (configuration not stated)
→ 1% | -6% | 7 | 1% | -23% | · | 0.2% | -15 | 0% | -16 | ·
- O=C1C=C(c2ccccc2)OC(=O)C1C(=O)c1ccccc1 (configuration not stated)
→ 1%&1% | -4%&-5% | -43 | -1%&7% | -10% | 12&7 | 0.0%&0.4% | 6 | ? | 2 | -1%&1%
- CN(C)c1ccc(/C=N/NC(=O)C(O)c2ccc(Br)cc2)cc1 (configuration not stated)
→ -1% | -2% | -10 | 6% | ? | -1 | -0.1% | -6 | -8% | 6 | -1%
- C[C@H](NC(=O)[C@@H]1Cc2ccccc2CN1)C(=O)NCC1CCCO1 (some centres not stated)
→ 2% | 0% | 1 | -6% | 7% | · | -0.1% | -22 | -2% | -14 | ·
- O=S1(=O)C=C(Oc2ccc3ccccc3c2)c2ccccc21
→ 1% | 0% | 0 | 5% | -1% | -11 | 4.4% | 12 | ? | 3 | -1%
- O=C(c1ccc(-c2cccc(Cl)c2Cl)o1)N1CCOCC1
→ 1% | 0% | -3 | 2% | -10% | 2 | -0.9% | ? | ? | -1 | 2%
- CCOc1cccc(C2/C(=C(/O)c3ccc4c(c3)CC(C)O4)C(=O)C(=O)N2CCCn2ccnc2)c1 (configuration not stated)
→ 0% | -1% | 1 | 1% | -15% | -3 | 0.2% | -21 | -1% | 6 | -12%[0.46 µM]
- Cc1ccc2c(c1)NC(=O)[C@@]1(C)[C@@H](c3ccccc3)[C@H]3COc4ccc(Cl)cc4[C@@H]3N1C2=O
→ -1% | · | 7 | -2% | ? | · | ? | 2 | ? | -11 | ·
- Cc1ccnc2nc(NC(=O)c3ccco3)nn12
→ 0% | 9% | -28 | 7% | -10% | 2 | 0.1% | 61[activator] | ? | -15 | -8%[0.46 µM]
- O=c1cc(NS(=O)(=O)c2ccccc2)nc(SCc2c(Cl)cccc2Cl)[nH]1
→ 2% | 0% | 4 | -13% | 2% | -1 | -0.3% | -2 | -15% | 0 | -8%
- COCCn1c(SCC(=O)c2ccc(CNC(C)=O)o2)nc2ccccc2c1=O
→ 0% | 2% | -2 | 24% | 0% | 2 | -0.1% | 11 | 3% | -15 | 11%
- CCc1cc2c(SCc3ccc(C(=O)OC)o3)ncnc2s1
→ 0% | -1% | 2 | 8% | -2% | 2 | 0.7% | 13 | 0% | -7 | 19%
- CC(C)n1ncc2c(C(=O)NCc3cccnc3)cc(C3CC3)nc21
→ -2% | · | 4 | -4% | -1% | · | 0.0% | -12 | -5% | -1 | ·
- COc1ccc2nc(NC(=O)CSc3ccccc3)sc2c1
→ 1% | 1% | -10 | 17% | 1% | 3 | -0.7% | -7 | 0% | 2 | 4%
- COc1ccc(S(=O)(=O)N(C)C[C@@H]2Oc3ccc(NS(C)(=O)=O)cc3C(=O)N([C@@H](C)CO)C[C@H]2C)cc1
→ 0% | · | -8 | 6% | -14% | · | -2.0% | 0 | -1% | 6 | ·
- Cc1c(C(=O)NNc2cc(=O)n(C)c(=O)n2C)cccc1[N+](=O)[O-]
→ 1% | -1% | -2 | -5% | -37% | -7 | -0.7% | -11 | 5% | 7 | -5%
- Cc1nc2ccccc2n1-c1ccccc1
→ 3% | 5% | 5 | 6% | -2% | -2 | -0.1% | 0 | -4% | 19 | -2%
- Cc1nonc1C1CCCN1Cc1nc(-c2ccccc2Cl)oc1C (configuration not stated)
→ 1% | 2% | 3 | -9% | 2% | 2 | 2.7% | -13 | -1% | -94* | 1%
